ELG1 DNA repair – qHTS screen for small molecules that inhibit ELG1-dependent DNA repair in human embryonic kidney (HEK293T) cells expressing luciferase-tagged ELG1 | AID 504467, 2011 | HEK293T ELG1-luciferase reporter, luminescence, 16 h; DNA damage induced by 5-fluorouridine | hit rate 2.3% among 330,000 | Potency, µM (top dose mostly 46.1 µM), for the others: top-dose activity change, negative = inhibition, hits mostly inhibitors; also: potency is read from the fitted curve at half-maximal effect; % is scaled to controls: 0 for no effect and ±100 for the full control effect; nearly all actives have a fitted effect of over 55% in size
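DMSO vehicle served as the neutral condition. Each well held 2,000 cells given 5-fluorouridine plus compound; after 16 hr at 37 °C/5% CO2, ONE-Glo was added and luciferase measured 30 min later.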
KCNH2 3.1 inh – qHTS for Inhibitors of KCHN2 3.1: Mutant qHTS | activity change, % (tested at about 1.8 µM) | Potassium voltage-gated channel subfamily H member 2, brain isoform KCNH2 3.1 (human) | U2OS KCNH2 3.1, thallium flux FluxOr; active compounds read low | hit rate 0.95% among 340,000 | AID 720553, 2013;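 active = maximum activity change below -70%; inconclusive = maximum activity change from -70% to -50%; inactive = maximum activity change above -50%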;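 also: thallium influx rate constant from kinetic fluorescence after stimulation buffer; % is scaled to controls: 0 for no effect and ±100 for the full control effect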
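Measured as rate of thallium-driven FluxOr signal in transduced U2OS cells carrying the 3.1 channel, read kinetically for 2 min upon stimulation; values are rate constants scaled to DMSO control wells.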
Rab9 prom act – qHTS Assay for Rab9 Promoter Activators. Huh7 Rab9 promoter-luciferase reporter, luminescence, 24 h. Potency, µM (top dose mostly 9.22 µM), for the others: top-dose activation, negative = inhibition, actives largely listed as activators. hit rate 2.8% among 320,000; also: potency is read from the fitted curve at half-maximal effect; % of control where 0% means no effect; nearly all actives have a fitted effect of over 60% in size
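Luciferase signal after 10 min detection reagent at ambient indicates Rab9 promoter upregulation; stably transfected Huh7 cells were treated 24 h with compound in DMSO at 37 °C, 5% CO2.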
Gal4-VP16 FLuc – VP16 counterscreen qHTS for inhibitors of ROR gamma transcriptional activity. hit rate 3.5% among 310,000. AID 2546, 2010. Potency, µM (top dose mostly 53.6 µM), inactives show at the highest dose activity, negative = inhibition, most hits filed as inhibitors. Drosophila S2 Gal4-VP16 UAS-luciferase, luminescence, 20 h;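 also: Gal4-VP16 expression switched on by copper sulfate through the metallothionein promoter; potency is read from the fitted curve at half-maximal effect; % is scaled to controls: 0 for no effect and ±100 for the full control effect; nearly all actives have a fitted effect of over 50% in size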
Menin MLL FP TR – qHTS Assay for Inhibitors Targeting the Menin-MLL Interaction in MLL Related Leukemias: Competition With Texas Red Labeled MLL-derived Mutant Peptide; Menin + Texas Red MLL mutant peptide, fluorescence polarization; AID 1768, 2009; O00255; hit rate 0.23% among 270,000; Potency, µM (series often up to 61.6 µM), inactives show at the top dose FP activity change, negative = inhibition, actives largely listed as inhibitors; active = well fitted inhibition curve with a large enough effect in the polarisation, with a control signal flat, not every such curve was filed as active; inconclusive = small, poorly fitted or top-dose-only effect, or effect the other way, or a change in a side signal; inactive = no such curve, though single readings can be large or run the other way; the % refers to the polarisation; also: potency is read from the fitted curve at half-maximal effect; % of control where 0% means no effect; many of its hits are not listed in these tables
RORgamma inh – qHTS for inhibitors of ROR gamma transcriptional activity; hit rate 5.4% among 310,000; Nuclear receptor ROR-gamma (Mus musculus), P51450; Potency, µM (top dose mostly 53.6 µM), for inactives: top-dose activity change, negative = inhibition, actives largely listed as inhibitors; Drosophila S2 Gal4-RORgamma UAS-luciferase reporter, 20 h; also: potency is read from the fitted curve at half-maximal effect; % is scaled to controls: 0 for no effect and ±100 for the full control effect; nearly all actives have a fitted effect of over 60% in size
Target sequence (P51450 whole entry, looked up, the tested form may be a part): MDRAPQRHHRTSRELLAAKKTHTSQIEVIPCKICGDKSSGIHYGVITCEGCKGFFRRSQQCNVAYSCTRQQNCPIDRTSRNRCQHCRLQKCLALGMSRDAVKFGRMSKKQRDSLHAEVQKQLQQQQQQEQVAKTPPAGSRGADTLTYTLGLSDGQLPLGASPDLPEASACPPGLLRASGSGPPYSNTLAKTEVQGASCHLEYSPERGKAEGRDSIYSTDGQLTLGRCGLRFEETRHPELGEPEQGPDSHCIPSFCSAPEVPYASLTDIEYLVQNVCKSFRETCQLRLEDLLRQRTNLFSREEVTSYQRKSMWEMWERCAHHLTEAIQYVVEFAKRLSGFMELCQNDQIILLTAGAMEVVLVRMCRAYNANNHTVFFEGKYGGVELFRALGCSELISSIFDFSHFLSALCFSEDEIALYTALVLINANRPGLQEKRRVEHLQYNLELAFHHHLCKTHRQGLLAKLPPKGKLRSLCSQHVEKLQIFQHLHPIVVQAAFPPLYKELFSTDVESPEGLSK
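In this cell-based reporter format, copper sulfate (700 uM final) drives Gal4–ROR gamma fusion expression from a metallothionein promoter in Drosophila Schneider cells; compounds preincubated 1 hr, reporter read after 20 hr at ambient temperature.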
MBNL1-CUG inh – qHTS Assay for Inhibitors of MBNL1-poly(CUG) RNA binding | AID 2675, 2010 | Potency, µM (series often up to 57.5 µM), inactives show top-dose activity change, negative = inhibition, hits mostly inhibitors | Muscleblind-like protein 1 (Homo sapiens), Q9NR56 | hit rate 0.036% among 280,000 | TR-FRET MBNL1-His/biotin-(CUG)12 binding, 665/545 ratio; active = well fitted inhibition curve with a large enough effect in the signal ratio, with a control signal flat, not every such curve was filed as active; inconclusive = small, poorly fitted or top-dose-only effect, or effect the other way, or a change in a side signal; inactive = no such curve, though single readings can be large or run the other way; the % refers to the signal ratio; also: potency is read from the fitted curve at half-maximal effect; % is scaled to controls: 0 for no effect and ±100 for the full control effect
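Compound titration spanned 92 nM–58 uM against the MBNL1-His/biotin-(CUG)12 complex. After 60 min at room temperature with 5 nM streptavidin-XL665 and 0.055 ng/ul terbium anti-His, ratiometric 665/545 nm emission (Ex 340 nm) normalized to controls.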
PKM2 activator – qHTS Assay for Activators of Human Muscle isoform 2 Pyruvate Kinase. Pyruvate kinase PKM (Homo sapiens), P14618. hit rate 0.34% among 260,000. Potency, µM (titrated, usually from 57.5 µM), for the others: at the highest dose activation, actives largely listed as activators. purified PKM2, Kinase-Glo ATP luminescence, activation; response scale: 0% is enzyme alone, no compound; also: potency is read from the fitted curve at half-maximal effect; % is scaled to controls: 0 for no effect and ±100 for the full control effect; nearly all actives have a fitted effect of over 55% in size
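Purified hPK-M2 (>95%) run at intermediate activity with 0.1 mM ADP and 0.5 mM PEP in 50 mM imidazole pH 7.2, KCl, MgCl2; 1 h room temperature. ATP formed read by Kinase-Glo luminescence; normalized to uninhibited and no-enzyme controls.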
FLuc counter – qHTS profiling assay for firefly luciferase inhibitor/activator using purifed enzyme and Km concentrations of substrates (counterscreen for miR-21 project). Luciferin 4-monooxygenase (Photinus pyralis), P08659. purified FLuc, Km substrates, luminescence inhibition. Potency, µM (titrated, usually from 57.5 µM), inactives show top-dose activity change, negative = inhibition, hits mostly inhibitors. hit rate 6.9% among 360,000. AID 588342, 2011;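 also: potency is read from the fitted curve at half-maximal effect; plate controls were vehicle for no effect and reference inhibitor for full effect; nearly all actives have a fitted effect of over 55% in size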
Target sequence (P08659 whole entry, looked up): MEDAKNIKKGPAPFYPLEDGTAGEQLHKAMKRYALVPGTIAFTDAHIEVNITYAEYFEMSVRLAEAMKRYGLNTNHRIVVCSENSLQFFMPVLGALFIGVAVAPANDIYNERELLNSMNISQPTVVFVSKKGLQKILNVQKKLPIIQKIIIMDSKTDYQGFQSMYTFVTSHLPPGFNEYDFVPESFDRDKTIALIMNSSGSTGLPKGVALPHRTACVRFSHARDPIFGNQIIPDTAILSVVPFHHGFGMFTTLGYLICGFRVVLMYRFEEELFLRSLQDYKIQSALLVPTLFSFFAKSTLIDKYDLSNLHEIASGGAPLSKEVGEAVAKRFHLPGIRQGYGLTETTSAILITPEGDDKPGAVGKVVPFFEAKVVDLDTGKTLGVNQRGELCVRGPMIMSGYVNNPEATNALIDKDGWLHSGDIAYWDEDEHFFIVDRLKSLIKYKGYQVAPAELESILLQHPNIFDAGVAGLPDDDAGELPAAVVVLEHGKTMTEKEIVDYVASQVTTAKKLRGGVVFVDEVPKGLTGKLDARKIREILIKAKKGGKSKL
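Biochemical qHTS of compounds, final roughly 60 µM downward over six points, against 10 nM purified firefly luciferase using Km concentrations of substrates (10 uM D-luciferin, 10 uM ATP) in Tris acetate pH 7.5 buffer; luminescence output.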
NPC1 promoter act – qHTS Assay for NPC1 Promoter Activators. hit rate 2.4% among 320,000. AID 485313, 2010. Potency, µM (series often up to 9.22 µM), without a hit: top-dose activation, actives largely listed as activators. Huh7 NPC1 promoter luciferase reporter, 24 h;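 also: potency is read from the fitted curve at half-maximal effect; % of control where 0% means no effect; nearly all actives have a fitted effect of over 60% in size; reporter is driven by a mutant NPC1 promoter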
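Luminescence read-out of NPC1 promoter-driven luciferase in stably transfected Huh7 cells; compounds delivered in DMSO and left 24 h at 37C, 5% CO2, qHTS titration format.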
Mito fusion act – qHTS Assay for Small Molecule Inhibitors of Mitochondrial Division or Activators of Mitochondrial Fusion; S. cerevisiae fusion-defective mutant growth rescue, CellTiterGlo 48 h; Potency, µM (titrated, usually from 46.1 µM), inactives show top-dose growth rescue (activation), actives largely listed as activators; hit rate 0.23% among 320,000;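 also: potency is read from the fitted curve at half-maximal effect; % of control where 0% means no effect; nearly all actives have a fitted effect of over 45% in size; temperature-sensitive fusion mutants such as fzo1-1 at 37 °C on non-fermentable ethanol glycerol medium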
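Read-out: ATP-based luminescence (CellTiterGlo, 10 min ambient) reporting growth of fusion-defective ts yeast after 48 hours at 37C on glycerol/ethanol YPEG medium in the presence of compound.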
* hit, by the source's call; ? = inconclusive; · = not tested or not shown; [ ] = dose if it differs, or a comment. Unless noted, calls follow the shape of the dose curve; as a rule, active = well fitted curve in the direction sought with a large enough effect; inconclusive = small, poorly fitted or top-dose-only effect, or another doubt; inactive = no such curve, though single readings can be large; an effect the other way counts as inactive or inconclusive.

SMILES | ELG1 DNA repair | KCNH2 3.1 inh | Rab9 prom act | Gal4-VP16 FLuc | Menin MLL FP TR | RORgamma inh | MBNL1-CUG inh | PKM2 activator | FLuc counter | NPC1 promoter act | Mito fusion act
CCOC(=O)c1c(NC(=O)c2cccc(N3C(=O)CCC3=O)c2)sc(C)c1C | ? | 1 | 11% | 10% | 64%[activator] | ? | 17% | -6% | -6% | -3% | 2%
O=C(NC1CCCCC1)C1CCCN1S(=O)(=O)c1ccc(F)cc1 (stereo unspecified) | ? | -9 | 0% | -11% | 24% | -20% | -5% | -3% | 0% | -3% | 11%
O=C(NCc1ccccn1)c1ccc(CNS(=O)(=O)c2cccc(C(F)(F)F)c2)cc1 | ? | 4 | 2% | -9% | -5% | -6% | -7% | -1% | 1% | -2% | 2%
CCCOc1ccc(-c2c(=O)n(O)c3ccccc3[n+]2[O-])cc1 | ? | 16 | 4% | ? | -6% | ? | ? | -2% | ? | -2% | -2%
O=C(CSc1nnc2ccc(-c3ccccn3)nn12)Nc1ccccc1 | 28% | 21 | 1% | · | · | · | · | · | -1% | 1% | -5%
Cc1nc2sc(C(c3ccccc3)N3CCOCC3)c(O)n2n1 (stereo unspecified) | 0% | 10 | -3% | -6% | -5% | -16% | -2% | -6% | 2% | -3% | -1%
COc1ccc(N2CCN(C(=O)c3cccc(NC4=NC5CS(=O)(=O)CC5S4)c3)CC2)cc1 (stereo unspecified) | 12% | -3 | -5% | -5% | · | -15% | -5% | · | 3% | 3% | -9%
CCC(CC)c1nnc(NC(=O)CS(=O)(=O)c2ccc(C)cc2)s1 | 0% | 17 | -4% | -6% | -10% | 14% | 0% | -9% | -17% | 2% | -2%
O=C(N/N=C/c1ccccn1)c1cc(-c2cccc3ccccc23)n[nH]1 | -26% | -23 | 3% | 13% | 18% | -37% | 19% | -5% | ? | 7% | -3%
CCN(CC)C(=O)c1cc2c(=O)n3cccc(C)c3nc2s1 | ? | -27 | ? | -7% | ? | 15% | ? | · | ? | 27% | 4%
Cc1nc(N2CCN(Cc3ccccc3)CC2)c(C#N)c2c1COC(C)(C)C2 | 7.3µM* | 6 | 0% | -14% | -8% | ? | -7% | -15% | -10% | -7% | -4%
O=[N+]([O-])c1cc2c(cc1Br)CCN2 | 15% | 5 | -6% | -1% | 17% | 35% | ? | 1% | -12% | 1% | -2%
Cn1c(=O)c2c(nc(N/N=C/c3ccc(OC(=O)c4ccco4)cc3)n2Cc2ccc(F)cc2)n(C)c1=O | 16µM* | -21 | -18% | 18µM* | 2% | -11% | -29% | 7% | 3% | -5% | 6%
O=C1/C(=C/c2cccs2)SC(=S)N1c1cccc(O)c1 | 20% | 3 | 22% | -8% | · | -23% | · | 4% | ? | -3% | 5%
CCOC(=O)N1CCC(NC(=O)c2cc(C(=O)Nc3ccc(S(=O)(=O)N4CCCCC4)cc3)ccc2CO)CC1 | -4% | 7 | -6% | ? | ? | -27% | -28% | -2% | -9% | -10% | -1%
Cc1ccccc1C(=O)Nc1ccccc1C(=O)NCc1ccccc1 | ? | -13 | -2% | 0% | 0% | 12% | -14% | -6% | -3% | -2% | 6%
Cc1ccccc1NC(=O)NNC(=O)COc1ccc2ccccc2c1 | 2% | -4 | 32% | -5% | 9% | 0% | 26% | 4% | -2% | 19% | -1%
c1nc2ccc(Cc3ccc4nc[nH]c4c3)cc2[nH]1 | -5% | -39 | -1% | · | 14% | · | -2% | 1% | 0% | -4% | 2%
CCCCn1c(N)c(N(CCOC)C(=O)c2c(C)noc2C)c(=O)[nH]c1=O | 3% | 12 | -3% | · | · | · | · | · | 3% | -1% | 2%
CC(C)OC(=O)c1cc(C(=O)c2cc(Br)ccc2O)coc1=N | 14% | -4 | -10% | -2% | 6% | 19% | -6% | 1% | ? | -4% | 13%
COC(=O)c1ccc(NC(=O)C23CC4CC(C2)CC(n2cncn2)(C4)C3)cc1 | -14% | 14 | -5% | -12% | 10% | ? | ? | -15% | 6% | 2% | -1%
O=C(OCC(=O)N1CCN(c2ccccc2)CC1)c1ccncc1 | -29% | 15 | 2% | · | · | · | · | · | 5% | -8% | 7%
COc1ccc(CCn2c(N3CCN(Cc4ccccc4)CC3)nc3c2c(=O)[nH]c(=O)n3C)cc1 | ? | -19 | 3% | -13% | -11% | 2% | -2% | -5% | 1% | -1% | 4%
Cc1ccccc1NC(=S)NCc1ccccc1 | 28% | -12 | -1% | 11µM* | 0% | 4µM* | -12% | 0% | -6% | 0% | -2%
COc1ccc(-c2nc(C#N)c(NCCc3ccccc3)o2)cc1 | ? | 1 | ? | 7% | ? | 101% | 1% | -3% | ? | 18% | 5%
CN1/C(=C\C=N\NC(=O)c2ccc(O)cc2)C(C)(C)c2ccccc21 | ? | -5 | -3% | 2.5µM* | 17% | 4.5µM* | · | -2% | ? | -6% | -1%
Cc1cc(C)c2c(c1)/C(=N\N=c1\sc3ccccc3n1C)C(=O)N2 | -5% | 6 | 6% | 0% | · | -15% | -3% | -2% | -5% | -2% | 7%
C/C(=N\Nc1nncc2ccccc12)c1ccc(O)cc1 | ? | 6 | 0.71µM* | 0% | 12% | ? | -5% | -4% | 0.95µM* | 1.3µM* | 4%
Cc1nn(CC(=O)Nc2ccc(Cl)cn2)c(C)c1[N+](=O)[O-] | -5% | 4 | -4% | 1% | 9% | ? | 0% | -1% | -1% | -3% | -8%
CCOc1ccccc1-c1nc(-c2ccncc2)no1 | · | -26 | · | 19% | -3% | -17% | 4% | -4% | -19% | · | 4%
O=C(c1ccc(N2C(=O)C3CC=C(Cl)CC3C2=O)cc1)N1CCCCC1 (stereo unspecified) | -8% | 3 | -5% | 0% | 5% | -20% | 0% | -7% | -1% | -2% | -11%
Cc1ccc(S(=O)(=O)N2CCN(C(=O)c3cc4c(C)nn(-c5ccccc5)c4s3)CC2)cc1 | 10µM* | -11 | -3% | 4% | 0% | ? | -1% | -4% | -1% | -2% | -1%
O=C(Nc1ccc(Cl)cc1)N1CCSCC1 | 25% | 3 | -8% | -6% | 11% | 1% | -5% | 1% | ? | 0% | 0%
CCN(CC)S(=O)(=O)c1ccc(Cl)c(C(=O)NCc2ccco2)c1 | -13% | -4 | 10% | 6% | 3% | 10% | -10% | -6% | 1% | 1% | 7%
CCCCOc1cccc(C(=O)Nc2ccc(S(=O)(=O)Nc3nnc(CC)s3)cc2)c1 | -1% | 20 | -1% | 3% | ? | 34% | 2% | 11%[11.5 µM] | ? | -3% | -1%
O=C(O)c1cc(-c2ccc(/C=c3\sc4nc5ccc(Br)cc5n4c3=O)o2)ccc1Cl | 1% | · | 5% | -9% | ? | -29%[1.91 µM] | 6% | 4% | ? | -1% | 2%
CS(=O)(=O)c1ccc(Cl)c(NC(=O)COC(=O)Cc2c[nH]c3ccccc23)c1 | 4% | 11 | 2% | · | · | · | · | · | -17% | 1% | 5%
CC(C)C(=O)N1CCN(c2ccccc2NC(=S)NC(=O)c2cccs2)CC1 | ? | 0 | -1% | ? | -4% | 14µM* | 5% | 5% | 0% | 1% | 4%
Cc1ccc(NC(=S)N(CCN2CCOCC2)Cc2cc3cc4c(cc3[nH]c2=O)OCO4)cc1 | -19% | 31 | -6% | 4% | -1% | 9% | 8% | -1% | 3% | 1% | -4%
CCN(CC(=O)Nc1cc(Cl)ccc1C)C(=O)COc1cccc2c1OC(C)(C)C2 | -3% | -8 | -1% | 2% | -1% | 17% | -1% | 0% | 6% | 0% | 2%

An excerpt; rates above refer to the full screens.
